High-throughput results (PubChem)
RGS4-Gao reg: human RGS4-Galphao interaction regulation. Multiplexed bead flow cytometry, RGS4-Galphao binding; actives lie on both sides. binding response (% of control), % at 10 µM. P09471. AID 1415. 220,000 tested, 0.33% active; in the data active means binding response below about 49% or above about 150%; inactive means in between;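 further: fluorescent Galphao activated with aluminum fluoride binding bead-coupled RGS4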
Target sequence (P09471 whole entry, looked up): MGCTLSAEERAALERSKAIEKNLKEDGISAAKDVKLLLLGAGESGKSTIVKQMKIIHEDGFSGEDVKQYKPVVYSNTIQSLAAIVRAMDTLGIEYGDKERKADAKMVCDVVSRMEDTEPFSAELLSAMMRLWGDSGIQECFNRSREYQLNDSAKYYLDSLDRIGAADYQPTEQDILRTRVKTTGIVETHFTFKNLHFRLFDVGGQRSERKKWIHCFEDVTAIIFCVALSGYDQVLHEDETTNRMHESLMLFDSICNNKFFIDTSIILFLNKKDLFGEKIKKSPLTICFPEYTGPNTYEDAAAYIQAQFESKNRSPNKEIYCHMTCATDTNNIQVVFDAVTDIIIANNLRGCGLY
ABCG2 block: human ABCG2 inhibition, ABCB1 as counter-screen; AID 1325; IgMXP3 cells, JC-1 efflux, flow cytometry; 190,000 tested, 0.1% active; inhibition, % at 6.6 µM; Q9UNQ0;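 active means inhibition above 80%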;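 further: 0% = DMSO and 100% = nicardipine control wells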
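System: two drug-resistant human cell lines, ABCG2 and ABCB1; controls: nicardipine high and DMSO low controls; times: 10 min exposure at 25 °C with rotation, no wash; detection: flow cytometry of retained JC-1 fluorescence; read-out basis: percent efflux inhibition, scaled nicardipine 100% to DMSO 0%; doses: one concentration, 6.6 µM final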
Bcl-2 Bim block: inhibitors of Bim-Bcl-2 interaction, human | P10415 | Bead-based flow cytometry, Bim peptide-Bcl-2 binding | inhibition, % at 10 µM | 190,000 tested, 0.06% active; in the data active means inhibition above about 40%; inconclusive means no clear call, values can overlap the other calls;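 further: 0% = no compound wells with probe peptide and 100% = reference peptide inhibitor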
Bim-Bcl-W: inhibitors of Bim-Bcl-W interaction, human; 190,000 tested, 0.02% active; bead-based flow cytometry, Bim peptide-Bcl-W binding; AID 952; inhibition, % at 10 µM;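 further: 0% = bound tracer without compound and 100% = peptide blocker; higher means less fluorescent Bim peptide bound to Bcl-W beads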
Target sequence (Q92843 whole entry, looked up): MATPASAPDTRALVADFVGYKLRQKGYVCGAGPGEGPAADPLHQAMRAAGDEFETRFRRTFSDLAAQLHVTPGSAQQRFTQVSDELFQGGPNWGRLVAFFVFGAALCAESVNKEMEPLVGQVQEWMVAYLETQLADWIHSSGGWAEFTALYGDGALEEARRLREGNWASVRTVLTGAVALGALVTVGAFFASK
Bim-Bcl-B: disrupts Bim peptide binding to human Bcl-B. inhibition, % at 10 µM. Q9HD36. 190,000 tested, 0.073% active. bead-based flow cytometry;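 further: 0% = tracer peptide without compound and 100% = reference inhibitor peptide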
Target sequence (Q9HD36 whole entry, looked up): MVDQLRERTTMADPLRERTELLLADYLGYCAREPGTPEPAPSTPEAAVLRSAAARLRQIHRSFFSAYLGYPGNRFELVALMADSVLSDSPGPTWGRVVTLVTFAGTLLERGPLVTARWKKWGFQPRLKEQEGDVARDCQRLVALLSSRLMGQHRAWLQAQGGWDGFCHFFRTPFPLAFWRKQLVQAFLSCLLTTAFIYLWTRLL
RGS7-Gao: human RGS7-Galphao interaction regulation; Multiplexed bead flow cytometry, RGS7-Galphao binding; actives lie on both sides; binding response (% of control), % at 10 µM; 220,000 tested, 0.35% active; AID 1439; in the data active means binding response below about 49% or above about 150%; inconclusive means no clear call, values can overlap the other calls; inactive means in between;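 further: fluorescent Galphao held in activated GDP-AlF4 state binding bead-coupled RGS7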
Bfl-1 Bim block: disrupts Bim binding to human Bfl-1 | 190,000 tested, 0.12% active | inhibition, % at 10 µM | Q16548 | Bead-based flow cytometry, Bim-Bfl-1 binding inhibition;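 further: 0% = wells without compound plus tracer and 100% = blocker peptide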
Bim-Bcl-XL: inhibitors of Bim-Bcl-XL interaction, human; inhibition, % at 10 µM; Bim peptide-Bcl-XL binding, bead flow cytometry, fluorescence; 190,000 tested, 0.04% active
RGS8-Gao: human RGS8-Galphao interaction regulation | P09471 | multiplexed bead flow cytometry, RGS8-Galphao binding; actives lie on both sides | response (percent of control binding), % at 10 µM | 220,000 tested, 0.34% active; in the data active means response below about 60% or above about 140%; inactive means in between;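 further: Galphao activated as the GDP aluminium fluoride complex binding bead-coupled RGS8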
ABCB1 inh: blocks JC-1 efflux by human ABCB1 transporter. inhibition, % at 6.6 µM. 190,000 tested, 0.067% active. AID 1326. CCRF-Adr cells, flow cytometry. P08183; in the data active means inhibition above about 40%;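 further: 0% = vehicle and 100% = reference inhibitor; higher value means more JC-1 retained so stronger ABCB1 efflux block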
GSH bead fluor: compound fluoresces at 488/530 nm on GSH beads; GSH beads flow cytometry, compound fluorescence 488/530 nm; hits give high values; fluorescence (KMESF) at 10 µM; 190,000 tested, 0.25% active; AID 1776; in the data active means fluorescence above about 89;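 further: glutathione beads carrying GST-tagged Bcl family fusion proteins plus one bare bead set; values are compound well signal with DMSO vehicle wells as background; inactives centre near 16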
* hit, by the source's call; ? = inconclusive. Unless noted, no stated cut-off is given here; in the data, active means inhibition above about 40%.

1: O=C(CCN1CCCCC1)N=Nc1c(O)[nH]c2ccccc12
2: CCCC(=O)Nc1ccc(Cc2ccc(NC(=O)CCC)c(C(=O)O)c2)cc1C(=O)O
3: CCc1cc2cc(C)ccc2nc1SCC(=O)Nc1cc(C)on1
4: COC(=O)CNC(=O)c1cccc(Cl)c1
5: Cn1c(=O)c(=O)n(C)c2cc(S(=O)(=O)NCCOc3ccccc3)ccc21
6: CC1(c2ccccc2)CC(C)(C)N2C(=O)/C(=C3\SC(=S)NC3=O)c3cccc1c32 (stereo not drawn)
7: Clc1ccccc1CSc1snnc1-c1ccccc1
8: CCS(=O)(=O)N1Cc2ccccc2CC1C(=O)N1CCN(c2cccc(C)c2C)CC1 (stereo not drawn)
9: COc1ccccc1N1CCN(C(CNC(=O)c2ccc3c(c2)OCO3)c2cccnc2)CC1 (stereo not drawn)
10: CCn1c(SCC(=O)Nc2ccc(N3CCOCC3)cc2)nnc1-c1ccc(OC)cc1
Compound | 1 | 2 | 3 | 4 | 5 | 6 | 7 | 8 | 9 | 10
Bim-Bcl-W | 0.0 | 1.0 | -1.0 | 1.0 | 0.0 | -7.0 | -4.0 | -4.0 | -1.0 | 1.0
Bim-Bcl-XL | -2.0 | 3.0 | 0.0 | -1.0 | -3.0 | -6.0 | -8.0 | -2.0 | -3.0 | -4.0
RGS4-Gao reg | 89.4 | 103.2 | 103.3 | 96.5 | 99.4 | 97.6 | 100.1 | 102.1 | 114.0 | 101.6
RGS7-Gao | 89.6 | 106.6 | 99.9 | ? | 91.2 | 95.0 | 98.2 | 96.6 | 100.5 | 100.5
ABCB1 inh | 0.1 | 1.6 | 0.2 | 0.8 | 0.0 | -1.2 | 1.0 | 0.7 | 1.0 | -0.1
ABCG2 block | 0.2 | 4.8 | 2.0 | 1.6 | -0.1 | -6.7 | 12.6 | 2.8 | 8.0 | -0.3
RGS8-Gao | 86.0 | 101.9 | 106.5 | 97.1 | 102.2 | 96.8 | 100.0 | 100.5 | 106.1 | 102.5
Bcl-2 Bim block | -2.0 | -1.0 | 3.0 | -1.0 | 2.0 | -8.0 | -15.0 | -5.0 | -2.0 | 3.0
Bim-Bcl-B | -2.0 | -3.0 | -2.0 | 0.0 | 0.0 | 0.0 | -6.0 | -3.0 | -10.0 | -6.0
GSH bead fluor | 15 | 21 | 22 | 13 | 22 | 17 | 23 | 12 | 10 | 4
Bfl-1 Bim block | 0.0 | -3.0 | -1.0 | -3.0 | -6.0 | -5.0 | -18.0 | -2.0 | -14.0 | -7.0

11: COc1ccc(C(=O)NCCn2cc(SCC(=O)Nc3nnc(C)s3)c3ccccc32)cc1
12: CCc1ccc(C(CC(=O)c2ccc(Cl)cc2)C(=O)O)cc1 (stereo not drawn)
13: c1ccc(Cc2nnc3sc(Nc4ccccc4)nn23)cc1
14: CCn1cc(C(=O)N[C@H](C)c2ccccc2)c(=O)c2cc(F)c(N3CCN(C)CC3)cc21
15: CC(=O)N1CCC2(CC1)CC(=O)c1cc(OCC(=O)N3CCCC3)ccc1O2
16: Cc1cc(Cl)ccc1OCC(=O)OCC(=O)Nc1ccc(F)c([N+](=O)[O-])c1
17: CCCCCN=C(C)c1c(O)c2ccccc2oc1=O
18: CCOC(=O)Cn1c(-c2cccnc2Cl)nc2cc(C)c(C)cc21
19: CCn1cc(C(=O)OCc2ccccc2)c(=O)c2ccc(C)nc21
20: COc1ccccc1N1CCN(C(c2cc3cc(C)ccc3[nH]c2=O)c2nnnn2C2CCCC2)CC1 (stereo not drawn)
21: Cc1nnc(SCC(=O)n2c3c(c4ccccc42)CCCC3)s1
22: C=CCNC(=O)CCCOc1ccc(C)cc1
23: N#Cc1nc(-c2ccco2)oc1NCc1cccnc1
Compound | 11 | 12 | 13 | 14 | 15 | 16 | 17 | 18 | 19 | 20 | 21 | 22 | 23
Bim-Bcl-W | -1.0 | 3.0 | -1.0 | -1.0 | -4.0 | 0.0 | -2.0 | -4.0 | 1.0 | 0.0 | 1.0 | 0.0 | 0.0
Bim-Bcl-XL | -2.0 | -1.0 | -1.0 | -13.0 | -3.0 | -1.0 | -3.0 | -8.0 | 0.0 | -9.0 | 4.0 | 0.0 | -1.0
RGS4-Gao reg | 101.1 | 102.8 | 96.2 | 99.8 | 97.1 | 96.9 | 96.4 | 103.3 | 98.0 | 101.4 | 101.1 | 107.9 | 101.4
RGS7-Gao | 102.0 | 103.7 | 91.4 | 97.1 | 98.4 | 100.3 | 100.1 | 100.0 | 101.8 | 96.1 | 99.5 | 110.0 | 100.4
ABCB1 inh | 0.5 | 1.0 | 0.1 | 1.4 | 0.5 | 0.7 | 1.2 | 0.9 | 1.1 | 3.5 | 1.4 | 0.2 | 0.2
ABCG2 block | 3.6 | 2.6 | 1.2 | 2.3 | 1.4 | 19.5 | 11.0 | 1.3 | 1.9 | 3.3 | 10.3 | 2.4 | 3.4
RGS8-Gao | 101.7 | 102.4 | 96.6 | 102.3 | 96.5 | 94.0 | 96.3 | 101.6 | 101.7 | 101.8 | 102.7 | 103.8 | 102.8
Bcl-2 Bim block | 1.0 | -3.0 | -1.0 | -7.0 | -2.0 | -3.0 | -3.0 | -14.0 | -4.0 | -10.0 | 7.0 | -1.0 | -4.0
Bim-Bcl-B | -2.0 | -3.0 | 1.0 | -11.0 | -4.0 | -5.0 | -10.0 | -8.0 | 2.0 | -8.0 | 4.0 | 0.0 | -3.0
GSH bead fluor | 17 | 40 | 20 | 31 | 18 | 10 | 22 | 23 | 6 | 27 | 11 | 10 | 15
Bfl-1 Bim block | -3.0 | -7.0 | 0.0 | -11.0 | -3.0 | -1.0 | -9.0 | -19.0 | -1.0 | -11.0 | 4.0 | -1.0 | -1.0

Eleven compounds from above, ordered by heavy-atom count, falling:
20: COc1ccccc1N1CCN(C(c2cc3cc(C)ccc3[nH]c2=O)c2nnnn2C2CCCC2)CC1 (stereo not drawn)
9: COc1ccccc1N1CCN(C(CNC(=O)c2ccc3c(c2)OCO3)c2cccnc2)CC1 (stereo not drawn)
11: COc1ccc(C(=O)NCCn2cc(SCC(=O)Nc3nnc(C)s3)c3ccccc32)cc1
10: CCn1c(SCC(=O)Nc2ccc(N3CCOCC3)cc2)nnc1-c1ccc(OC)cc1
2: CCCC(=O)Nc1ccc(Cc2ccc(NC(=O)CCC)c(C(=O)O)c2)cc1C(=O)O
6: CC1(c2ccccc2)CC(C)(C)N2C(=O)/C(=C3\SC(=S)NC3=O)c3cccc1c32 (stereo not drawn)
19: CCn1cc(C(=O)OCc2ccccc2)c(=O)c2ccc(C)nc21
21: Cc1nnc(SCC(=O)n2c3c(c4ccccc42)CCCC3)s1
13: c1ccc(Cc2nnc3sc(Nc4ccccc4)nn23)cc1
7: Clc1ccccc1CSc1snnc1-c1ccccc1
22: C=CCNC(=O)CCCOc1ccc(C)cc1
Compound | 20 | 9 | 11 | 10 | 2 | 6 | 19 | 21 | 13 | 7 | 22
Bim-Bcl-W | 0.0 | -1.0 | -1.0 | 1.0 | 1.0 | -7.0 | 1.0 | 1.0 | -1.0 | -4.0 | 0.0
Bim-Bcl-XL | -9.0 | -3.0 | -2.0 | -4.0 | 3.0 | -6.0 | 0.0 | 4.0 | -1.0 | -8.0 | 0.0
RGS4-Gao reg | 101.4 | 114.0 | 101.1 | 101.6 | 103.2 | 97.6 | 98.0 | 101.1 | 96.2 | 100.1 | 107.9
RGS7-Gao | 96.1 | 100.5 | 102.0 | 100.5 | 106.6 | 95.0 | 101.8 | 99.5 | 91.4 | 98.2 | 110.0
ABCB1 inh | 3.5 | 1.0 | 0.5 | -0.1 | 1.6 | -1.2 | 1.1 | 1.4 | 0.1 | 1.0 | 0.2
ABCG2 block | 3.3 | 8.0 | 3.6 | -0.3 | 4.8 | -6.7 | 1.9 | 10.3 | 1.2 | 12.6 | 2.4
RGS8-Gao | 101.8 | 106.1 | 101.7 | 102.5 | 101.9 | 96.8 | 101.7 | 102.7 | 96.6 | 100.0 | 103.8
Bcl-2 Bim block | -10.0 | -2.0 | 1.0 | 3.0 | -1.0 | -8.0 | -4.0 | 7.0 | -1.0 | -15.0 | -1.0
Bim-Bcl-B | -8.0 | -10.0 | -2.0 | -6.0 | -3.0 | 0.0 | 2.0 | 4.0 | 1.0 | -6.0 | 0.0
GSH bead fluor | 27 | 10 | 17 | 4 | 21 | 17 | 6 | 11 | 20 | 23 | 10
Bfl-1 Bim block | -11.0 | -14.0 | -3.0 | -7.0 | -3.0 | -5.0 | -1.0 | 4.0 | 0.0 | -18.0 | -1.0

Not a hit list. About 1.1% of those tested had a hit in this group.
